HTRA1 inh: blocks human HTRA1 serine peptidase; Q92743; recombinant HTRA1, FP-rhodamine activity-based probe, fluorescence polarization; inhibition, % at 5.96 µM; 0.5% of 340,000 active; in the data active means inhibition above about 36%;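 further: 0% = enzyme with DMSO and 100% = wells lacking enzyme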
TDP2 inh: blocks human TDP2 phosphodiesterase activity; O95551; recombinant TDP2, T5PNP hydrolysis, p-nitrophenol absorbance 415 nm; inhibition, % at 12.8 µM; 0.34% of 370,000 active;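 active means inhibition above the mean of all tested compounds plus 3 SD, set per campaign, cut at about 25% in these data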;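 further: 0% = DMSO with enzyme and 100% = buffer with substrate but no TDP2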
Target sequence (O95551 whole entry, looked up): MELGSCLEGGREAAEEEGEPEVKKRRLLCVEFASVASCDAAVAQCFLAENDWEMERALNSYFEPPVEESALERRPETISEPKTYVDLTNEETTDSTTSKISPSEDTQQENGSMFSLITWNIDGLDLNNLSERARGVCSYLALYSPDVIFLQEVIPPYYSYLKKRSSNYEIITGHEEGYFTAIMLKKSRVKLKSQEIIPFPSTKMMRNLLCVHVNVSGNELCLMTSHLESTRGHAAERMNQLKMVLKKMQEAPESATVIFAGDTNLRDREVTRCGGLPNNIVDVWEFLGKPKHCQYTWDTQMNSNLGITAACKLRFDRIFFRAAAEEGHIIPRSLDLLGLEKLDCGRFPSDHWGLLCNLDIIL
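System: recombinant human TDP2 / Amount: 120 nM TDP2 per well / Also added: 5 mM T5PNP chromogenic substrate / Doses: 12.8 µM single point, 1% DMSO / Incubation: 2 h at 37 °C / Detection: p-Nitrophenol epi absorbance / Evaluation: % inhibition relative to enzyme-containing and enzyme-free wells / Repeats: singlicate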
SIAE primary: blocks human sialic acid acetylesterase. Q9HAT2. 0.69% of 370,000 active. AID 1053197. inhibition, % at 9.66 µM. SIAE FP-Rh probe binding, fluorescence polarization;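 active means inhibition above a cutoff: mean of compounds within the control limits plus 3 SD of those, cut at about 17% in these data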;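 further: 0% = plate median of compound wells and 100% = probe without SIAE protein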
UHRF1 MBD2 ctr: blocks human UHRF1 binding to methylated DNA; AID 687016; inhibition, % at 4.4 µM; 0.75% of 370,000 active; UHRF1 binding to methylated oligo, TR-FRET; in the data active means inhibition above about 21%;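 further: UHRF1 SRA domain binding a hemimethylated CpG hairpin DNA probe; 0% = median of test compound wells and 100% = reference inhibitor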
mABHD4 FP: ABHD4 (mouse) inhibition, primary FP screen | AID 720543 | 0.54% of 370,000 active | inhibition, % at 8.92 µM | purified mABHD4, FP-Rh probe fluorescence polarization;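 active means inhibition exceeding the mean over every tested compound plus 3 SD, cut at about 30% in these data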;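 further: 0% = plate median of compound wells and 100% = S159A mutant with DMSO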
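system = mouse ABHD4 enzyme, wild type | medium = HEPES pH 7.0, NaCl, Pluronic buffer | also added = FP-Rh probe | incubation = Enzyme–compound pre-incubation 45 min, then probe 60 min, both 25 °C | technique = fluorescence polarization, excitation 525 nm, emission 598 nm, BODIPY TMR filters | controls = S159A mutant high control, sample median low control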
LEDGF integ inh: blocks HIV-1 LEDGF/p75-dependent DNA integration | 0.64% of 370,000 active | TR-FRET IN-LEDGF/p75 DNA integration, Eu/Cy5 | AID 743269 | inhibition, % at 3.7 µM;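 active means inhibition above the screen-wide mean plus 3 SD, cut at about 13% in these data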;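 further: signal is the Cy5 over europium emission ratio at 671 and 618 nm; 0% = plate median of compound wells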
TCR CD3 inh: inhibitors of human TCR-CD3 interaction; TAMRA-labeled TCR probe fluorescence, biochemical; inhibition, % at 9.4 µM; 0.37% of 360,000 active; AID 651800; in the data active means inhibition above about 19%;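 further: recombinant mutant TCR 2C K166C tagged with TAMRA read by polarization; 0% = receptor in buffer alone and 100% = receptor with positive control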
PRMT1 inh: PRMT1 (human) inhibition, primary screen; 1.3% of 370,000 active; inhibition, % at 2.79 µM; recombinant PRMT1, activity-based probe fluorescence polarization; Q99873;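 active means inhibition above about 21% made by adding two undisclosed values, limit read from the data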
PG9 binder: binds the HIV-1 gp120 antibody PG9 | TR-FRET gp120-PG9 antibody binding | inhibition, % at 6.7 µM | 0.43% of 360,000 active; in the data active means inhibition above about 8.5%
DDE Tn7 FP inh: disrupts Tn7 cyclic peptide binding to fibrin D-Dimer-E complex; P02675; FP displacement of FITC-Tn7 peptide from fibrin DD(E); 0% = median of compound wells per plate; inhibition, % at 8.3 µM; 0.13% of 370,000 active; AID 720508;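 active means inhibition above the mean of compounds falling within the control limits plus 3 SD of them, cut at about 14% in these data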;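 further: 0% = plate median of compound wells and 100% = 10 µM Aha-Tn7 peptide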
Target sequence (P02675 whole entry, looked up): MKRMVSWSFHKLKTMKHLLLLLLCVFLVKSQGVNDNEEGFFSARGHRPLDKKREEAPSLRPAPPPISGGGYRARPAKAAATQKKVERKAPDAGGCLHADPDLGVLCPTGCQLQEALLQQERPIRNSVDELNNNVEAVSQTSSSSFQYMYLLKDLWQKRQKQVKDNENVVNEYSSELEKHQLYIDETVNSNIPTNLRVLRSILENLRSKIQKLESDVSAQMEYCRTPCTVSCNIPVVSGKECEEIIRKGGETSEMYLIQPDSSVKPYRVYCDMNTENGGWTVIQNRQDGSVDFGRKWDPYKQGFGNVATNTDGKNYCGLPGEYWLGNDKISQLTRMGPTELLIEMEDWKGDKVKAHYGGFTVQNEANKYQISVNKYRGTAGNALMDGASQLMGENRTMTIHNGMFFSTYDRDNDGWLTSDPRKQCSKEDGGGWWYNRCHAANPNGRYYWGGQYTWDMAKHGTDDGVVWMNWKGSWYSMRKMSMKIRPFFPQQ
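Test system: human clot-derived fibrin DD(E) complex / Quantity: 2 µM final DD(E) protein / Incubation: 10 min plus 3 h, room temperature / Measured by: fluorescence polarization / Benchmarks: high control of 10 µM Aha-Tn7 peptide / Replicates: singlicate testing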
The depositor's hits bear a star; nt = not tested or not shown. An unsorted share of the library. Share with any hit: about 4.2%.

HTRA1 inh	TDP2 inh	SIAE primary	UHRF1 MBD2 ctr	mABHD4 FP	LEDGF integ inh	TCR CD3 inh	PRMT1 inh	PG9 binder	Molecule	DDE Tn7 FP inh
1	1	12	-1	-10	-2	1	1	1.9	COCCCNC(=O)CNC(=S)N(Cc1ccccc1F)C1CCCCC1	9
0	1	-13	-1	2	-3	3	0	0.1	CCc1noc(C)c1C(=O)N1CCCSC1=Nc1ccccc1OC	0
0	6	-1	1	2	-1	3	1	-0.9	O=C(Nc1ccc(O)cc1C(=O)O)c1cccs1	1
6	9	3	-1	-3	-1	2	-2	-1.9	CN1CCCN(S(=O)(=O)c2ccccc2)CC1	1
-18	-8	-10	5	-5	-1	-6	-4	1.7	Cc1ccccc1Cc1c(C)nc2c(C(=O)NCc3ccc4c(c3)OCO4)cnn2c1C	4
nt	3	-5	1	-16	0	nt	0	nt	COc1ccc(-n2c(SCC(=O)Nc3ccc(C)c(Cl)c3)nc3ccccc3c2=O)cc1	2
-3	-7	3	1	-9	4	-1	-3	-1.5	COc1ccccc1N(C(=O)c1snc(C(N)=O)c1N)C(C(=O)NC1CCCCC1)c1cccc(OC)c1OC (centres undefined)	1
5	-12	2	-3	-1	1	5	-3	-1.0	CCOc1ccc(Cn2c3ccc(OC)cc3c3nc4ccccc4nc32)cc1	-3
1	12	2	3	15	-2	-4	4	-0.6	c1ccc2cc(OCCN3CCCC3)ccc2c1	5
0	14	4	3	2	-2	8	1	0.7	CC(C)C[C@H](NC(=O)N1CC(=O)Nc2ccccc21)C(=O)N[C@@H](Cc1ccccc1)C(=O)O	6
6	5	-2	-3	2	2	5	-2	-1.0	CCCC(=O)Nc1nnc(CCN2CCCCC2)s1	2
-1	-2	2	0	3	-3	0	1	0.9	COc1ccc(NC(=O)CSc2nc(N)c3cc4c(nc3n2)CC(C)(C)OC4)cc1	0
1	13	1	1	3	-5	-2	5	-0.6	CC(=O)c1cc(CN2CCN(CCC(C)C)C(CCO)C2)cs1 (centres undefined)	-6
nt	-3	2	0	-1	7	nt	-6	nt	CCCCCC(=O)NC1CCCCN(Cc2ccccc2C)C1=O (centres undefined)	-3
nt	8	0	-4	23	-3	6	-2	0.9	CC(=O)Nc1ccc(-c2ccnc3c2CC(C)(C(=O)NCc2ccc(F)c(F)c2)O3)cc1 (centres undefined)	7
1	2	2	-3	-3	-2	3	0	1.2	CCc1noc(C)c1C(=O)N1CCN(S(=O)(=O)c2cc(C)ccc2C)CC1	5
-2	1	-5	0	-2	1	8	-2	-1.3	CCc1nnc(NC(=O)CSc2nc3cccnc3n2Cc2ccccc2)s1	-5
5	9	3	2	3	-4	-2	5	-0.6	CC(C)N(C(=O)CSc1n[nH]c(=O)n1CCc1ccccc1)C(C)C	-5
-15	-1	-2	0	-2	-3	-8	3	-0.4	COc1cccc(OCC(O)CN2CCN(C(c3ccccc3)c3ccccc3)CC2)c1 (centres undefined)	2
3	3	-3	-2	-3	-1	0	0	-0.7	C=CCOc1ccccc1C1C2=C(CC(C)(C)CC2=O)Nc2c1c(=O)n(C)c(=O)n2C (centres undefined)	2
1	7	5	4	5	4	2	3	0.1	Cc1ccc(-c2ccc(CCC(=O)O)n2NC(=O)c2ccc([N+](=O)[O-])cc2)cc1	-6
10	13	15	-2	8	0	3	9	-1.9	CCOC(=O)c1c(C)[nH]c(C2=NNC(=Nc3ccccc3)SC2)c1C	1
nt	8	3	-1	8	-4	0	-1	-1.3	CCOC(=O)[C@]12CCCC=C1N(Cc1ccco1)C(=O)[C@H](CC(=O)NCCCN1CCCC1=O)C2	-5
-9	-21	-1	3	-7	3	2	-1	-1.1	CC(C)(C)c1cc(NC(=O)Nc2ccccc2OC(F)(F)F)no1	-11
-6	1	2	-1	-6	5	4	-3	-1.1	Cc1c(OCC(=O)N(C)c2ccccc2)ccc2c3c(c(=O)oc12)CCC3	1
-7	2	4	-1	-3	0	-11	-1	-1.1	O=C(O)c1cccc(COc2cccc3ccccc23)c1	0
-5	-11	1	-2	0	0	-4	0	-0.5	O=C(NCc1ccccc1)c1ccc2c(=O)n(CCCN3CCCC3=O)c(=S)[nH]c2c1	-2
-16	-2	-13	1	-10	31*	3	1	-0.2	CSc1nc(N)c(C#N)c(-c2ccccc2Cl)c1C#N	-1
-1	13	0	-1	-2	5	-5	-3	-0.8	CCn1c(SCC(=O)N2CCCCC2)nc2c(c1=O)SCC2	-7
9	-5	0	-1	-1	-3	-2	3	-2.4	N=c1sccn1CC(=O)Nc1ccc(Cl)c(S(=O)(=O)N2CCOCC2)c1	-11
-4	-2	2	-1	-4	8	2	-2	-1.4	Cc1nnc(NC(=O)c2ccccc2Oc2ccccc2)s1	0
0	2	3	0	1	0	4	0	-2.5	CC(C)(C)c1ccc(N/N=C(\C#N)S(=O)(=O)C(C)(C)C)cc1	-1
-6	6	1	9	-3	3	5	-3	-1.5	COc1ccc(NC(=O)N2CCC(Cc3ccccc3)CC2)cc1	3
-4	-17	-4	5	-5	-4	-3	-5	0.0	Cc1cc(C)c(C)c(S(=O)(=O)NCc2ccc(C(=O)NCC3CCCO3)cc2)c1C (centres undefined)	-7
1	2	9	-1	-8	-1	-4	-1	-2.1	O=C(NCc1ccco1)Nc1cccc(-c2ccccc2)c1	6
4	6	6	9	0	-2	-12	1	-1.5	CC(C)c1ccc(OCc2ccc(C(=O)NN3CCN(C)CC3)o2)cc1	2
-3	6	0	-2	-6	1	-2	-4	-0.4	CN(CC(=O)NCCCc1ccccc1)S(=O)(=O)c1ccc(Br)cc1	4
-9	8	-6	4	-1	-1	-6	2	-0.7	CC1CCN(C(=O)CSc2ccc(-c3ccc4c(c3)OCCO4)nn2)CC1	-8
-10	0	0	19	-1	-2	10	-1	2.2	NC(=O)c1cc(S(=O)(=O)N2CCN(c3cccc(Cl)c3)CC2)cs1	7
-39	-10	-10	4	-25	-7	-10	3	-0.2	Nc1c(C(=O)c2ccccc2)sc(Nc2ccccc2)c1S(=O)(=O)c1ccccc1	-2
-12	3	-5	4	-13	2	-8	6	0.3	COc1ccc(-n2cc(-c3ccccc3)nc2SC)cc1	-7
0	11	-1	-1	4	0	-1	2	-0.9	C/C(=N\Nc1nnc(-c2ccccc2)c(-c2ccccc2)n1)c1cccc([N+](=O)[O-])c1	-2
7	1	5	-3	-3	4	8	-2	-1.3	O=C(CSc1cccc[n+]1[O-])Nc1ccc([N+](=O)[O-])cc1Cl	4
-47	3	-41	0	-49	-3	6	-1	-1.0	COc1ccc(-c2noc(N(C)CC(=O)Nc3cccc(C(F)(F)F)c3)n2)cc1	-1
7	9	-1	-3	3	-1	-2	1	2.2	CCOC(=O)c1c(NC(C)=O)sc2c(OC)cccc12	2
0	-12	2	1	-3	0	13	-3	-1.1	Cc1ccc(NC(=O)CS(=O)CC(=O)N(c2ccccc2F)C(C)C(=O)NC2CCCC2)cc1 (centres undefined)	1
-1	-3	-1	-1	2	3	-3	-2	-2.4	OCC(O)C1OC(Nc2ccc(Br)cc2)C(O)C1O (centres undefined)	-7
6	2	6	12	6	-2	-4	3	1.7	CC1(NC(=O)CCNC(=O)c2ccc(C(C)(C)C)cc2)CCS(=O)(=O)C1 (centres undefined)	-6
0	1	-3	1	2	-2	-5	0	-1.2	COC(=O)c1sccc1NS(=O)(=O)c1ccccc1[N+](=O)[O-]	6
1	-8	2	3	-4	1	3	-2	-2.4	COCC(C)NC(=O)NC(=O)c1ccc(Cl)cc1 (centres undefined)	-3
0	5	2	6	3	-3	-1	-3	-1.3	CNC(=S)Nc1cc(OC)ccc1OC	7
-5	-5	-2	2	7	1	3	1	0.0	CC(C)(C)NC(=O)C(OC(=O)Cn1nnc(-c2ccc(F)cc2)n1)c1ccncc1 (centres undefined)	1
-4	7	-2	48*	-1	1	-7	1	1.0	CN(CCc1cnn(C)c1)C(=O)CCc1nnc(CCCc2ccccc2)o1	6
-13	13	0	-2	-8	2	2	-2	-1.4	COc1ccc(C)cc1NC(=O)CSCc1ccccc1C	4

Gathered by group, the compounds so far with an aryl methoxy group
HTRA1 inh	TDP2 inh	SIAE primary	UHRF1 MBD2 ctr	mABHD4 FP	LEDGF integ inh	TCR CD3 inh	PRMT1 inh	PG9 binder	Molecule	DDE Tn7 FP inh
0	1	-13	-1	2	-3	3	0	0.1	CCc1noc(C)c1C(=O)N1CCCSC1=Nc1ccccc1OC	0
nt	3	-5	1	-16	0	nt	0	nt	COc1ccc(-n2c(SCC(=O)Nc3ccc(C)c(Cl)c3)nc3ccccc3c2=O)cc1	2
-3	-7	3	1	-9	4	-1	-3	-1.5	COc1ccccc1N(C(=O)c1snc(C(N)=O)c1N)C(C(=O)NC1CCCCC1)c1cccc(OC)c1OC (centres undefined)	1
5	-12	2	-3	-1	1	5	-3	-1.0	CCOc1ccc(Cn2c3ccc(OC)cc3c3nc4ccccc4nc32)cc1	-3
-1	-2	2	0	3	-3	0	1	0.9	COc1ccc(NC(=O)CSc2nc(N)c3cc4c(nc3n2)CC(C)(C)OC4)cc1	0
-15	-1	-2	0	-2	-3	-8	3	-0.4	COc1cccc(OCC(O)CN2CCN(C(c3ccccc3)c3ccccc3)CC2)c1 (centres undefined)	2
-6	6	1	9	-3	3	5	-3	-1.5	COc1ccc(NC(=O)N2CCC(Cc3ccccc3)CC2)cc1	3
-12	3	-5	4	-13	2	-8	6	0.3	COc1ccc(-n2cc(-c3ccccc3)nc2SC)cc1	-7
-47	3	-41	0	-49	-3	6	-1	-1.0	COc1ccc(-c2noc(N(C)CC(=O)Nc3cccc(C(F)(F)F)c3)n2)cc1	-1
7	9	-1	-3	3	-1	-2	1	2.2	CCOC(=O)c1c(NC(C)=O)sc2c(OC)cccc12	2
0	5	2	6	3	-3	-1	-3	-1.3	CNC(=S)Nc1cc(OC)ccc1OC	7
-13	13	0	-2	-8	2	2	-2	-1.4	COc1ccc(C)cc1NC(=O)CSCc1ccccc1C	4

Assay outcomes (PubChem)
